Screening data (PubChem BioAssay)
MT1-MMP act inh: blockers of MT1-MMP proenzyme processing, primary screen, HT1080 RFP-PRO-GFP cells, GFP/RFP fluorescence; AID 651647, 2012; GFP/RFP ratio fluorescence, overnight; percent of plate control window, DMSO zero; actives 0.061% (n = 360,000); GFP/RFP ratio change, % at 20 µM;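 active means GFP/RFP ratio change of at least 30% with cell ATP level not reduced by more than half and red fluorescence within 50% of control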; further: strong numbers were not always called active
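system = RFP-PRO-GFP reporter HT1080 cells | dosing = 20 µM single dose, 1% DMSO | timing = overnight cell settling, then overnight compound exposure, 37 °C, 5% CO2 | read-out basis = GFP/RFP fluorescence ratio | controls = DMSO and RFP-L50D-GFP cell wells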
TbMetRS inhib: T. brucei MetRS inhibitors, primary screen, biochemical, luminescence. purified T. brucei MetRS, ATP depletion, Kinase-Glo luminescence. inhibition, % at 11.9 µM. actives 0.4% (n = 360,000);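 active means inhibition above a per-plate cutoff of the control wells' mean inhibition plus 3 SD, cut at about 5.5% in these data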;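 further: 0% = DMSO wells median and 100% = median of wells with control inhibitor compound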
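Material: T. brucei methionyl-tRNA synthetase, purified; reagent: substrates ATP, L-methionine and bulk Escherichia coli tRNA; dosing: 11.9 µM single point; timing: 15 min plus 2 h at 25 °C; detection: luminescence of leftover ATP; evaluation: % inhibition; control set: DMSO-only wells as low control; replicates: singlicate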
SKN-1 block: suppressors of acrylamide-induced Pgst-4::GFP reporter in worms, primary screen, SKN-1 inhibitor project, whole organism, uHTS, GFP/RFP fluorescence ratio, strain VP596; C. elegans VP596 Pgst-4::GFP/RFP ratio, 24 h; inhibition, % at 21.8 µM; actives 0.49% (n = 360,000); AID 624304, 2012;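 active means interference check ratio from 0.5 to 1.5 plus GFP to RFP signal ratio inhibition reaching or exceeding a fixed threshold, cut at about 30% in these data, passing the limit was not always enough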; further: some compounds called inactive have numbers as strong as hits
MsrA inh: bovine MsrA enzyme inhibitors, primary screen, biochemical, absorbance, HTS | AID 651718, 2012 | actives 0.75% (n = 360,000) | purified bovine MsrA, absorbance read-out | inhibition, % at 15.5 µM; in the data active means inhibition above about 4.5%;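 further: 0% = vehicle wells with enzyme and 100% = reference inhibitor wells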
FAS TE block: FAS thioesterase domain inhibitors, primary screen, biochemical, fluorescence intensity, uHTS; Fatty acid synthase (Homo sapiens), P49327; recombinant FAS-TE, OMFH fluorogenic substrate, fluorescence endpoint; inhibition, % at 15 µM; actives 0.67% (n = 360,000);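 active means compounds whose normalised, plate-corrected inhibition of enzyme fluorescence in the single-dose primary screen is 50% or more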;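 further: 0% = DMSO with enzyme and 100% = substrate without enzyme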
CendR NRP1 mod: modulators of CendR peptide binding to NRP-1, primary screen, biochemical, fluorescence polarization, uHTS; Neuropilin-1 (Homo sapiens), O14786; FAM-RPARPAR peptide binding to NRP-1; inhibition, % at 25 µM; actives 0.85% (n = 360,000);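 active means inhibition or corrected inhibition above about 18%, plus a signal ratio from 0.5 to 1.5, limit read from the data, passing the limit was not always enough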; further: strong numbers were not always called active
MsrA act: bovine MsrA enzyme activators, primary screen, biochemical, absorbance, HTS | Methionine sulfoxide reductase A (Bos taurus) | purified bovine MsrA, absorbance read-out | activation, % at 10.6 µM | actives 0.3% (n = 360,000) | AID 602163, 2012; in the data active means activation above about 7.5%;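 further: 0% = vehicle and 100% = reference activator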
MLLE-PAM2 inh: inhibitors of PABP1 MLLE–PAM2 peptide binding, primary screen, biochemical, fluorescence polarization, FITC-PAM2, GST-MLLE; actives 0.36% (n = 360,000); AID 588489, 2011; Polyadenylate-binding protein 1 (Homo sapiens), P11940; inhibition, % at 20 µM; in the data active means inhibition above about 35%, passing the limit was not always enough;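 further: plate controls were DMSO wells with GST-MLLE for no effect and wells lacking GST-MLLE protein for full effect; some results filed as inactive read as strong as hits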
Target sequence (P11940 whole entry, looked up): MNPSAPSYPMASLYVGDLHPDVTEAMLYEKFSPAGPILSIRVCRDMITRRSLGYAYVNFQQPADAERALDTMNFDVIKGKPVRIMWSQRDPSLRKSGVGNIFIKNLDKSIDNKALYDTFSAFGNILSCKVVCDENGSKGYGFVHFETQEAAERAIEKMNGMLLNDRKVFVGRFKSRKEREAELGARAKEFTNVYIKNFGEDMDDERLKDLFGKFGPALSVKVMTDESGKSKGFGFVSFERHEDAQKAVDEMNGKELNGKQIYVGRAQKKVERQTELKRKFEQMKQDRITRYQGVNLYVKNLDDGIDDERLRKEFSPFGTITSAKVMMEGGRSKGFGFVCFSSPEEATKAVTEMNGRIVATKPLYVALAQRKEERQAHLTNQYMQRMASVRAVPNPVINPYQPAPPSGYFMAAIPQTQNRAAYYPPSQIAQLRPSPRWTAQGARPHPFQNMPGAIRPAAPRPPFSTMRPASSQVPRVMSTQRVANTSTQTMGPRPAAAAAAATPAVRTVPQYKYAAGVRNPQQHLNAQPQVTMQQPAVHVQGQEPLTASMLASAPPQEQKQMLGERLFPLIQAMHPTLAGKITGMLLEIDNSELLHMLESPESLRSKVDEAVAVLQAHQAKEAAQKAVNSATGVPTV
E coli Lon inh: inhibitors of E. coli Lon protease, primary screen, biochemical, fluorescence polarization | P0A9M0 | actives 0.42% (n = 360,000) | inhibition, % at 7.94 µM | AID 602123, 2011 | purified E. coli Lon protease; in the data active means inhibition above about 13%, passing the limit was not always enough;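 further: 0% = enzyme with probe and DMSO and 100% = no enzyme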
Numbers without * were called inactive; · = no result given.

Values in the order: MT1-MMP act inh	TbMetRS inhib	SKN-1 block	MsrA inh	FAS TE block	CendR NRP1 mod	MsrA act	MLLE-PAM2 inh	E coli Lon inh
> O=C1CC(c2ccco2)Cc2nc(Nc3nc(-c4ccccc4)c4ccccc4n3)ncc21 (stereo unspecified)
→ 1	-0.8	12	0.5	7	-10	-6	25	2
> CCN(CC)CCN(C)Cc1ccc(Br)cc1
→ 1	0.1	11	-1.1	-10	3	-3	-5	4
> CC(C)CCNC(=O)c1ccc(NC(=O)C2=CSCCO2)cc1
→ 0	-0.4	-4	-0.6	-5	-1	-9	-2	9
> COC(=O)c1ccc(CSc2nnc(NC(=O)C3CCCO3)s2)cc1 (stereo unspecified)
→ 3	-0.8	3	-0.3	-1	11	-1	4	-3
> O=C(c1ccc(Br)cc1)N1CCCc2ccccc21
→ 1	-0.6	-4	-0.6	7	4	-3	-4	4
> CCN(C)C1CN(Cc2cn(Cc3cccc(C(F)(F)F)c3)nn2)S(=O)(=O)C1 (stereo unspecified)
→ 4	-1.0	3	0.5	-11	6	-5	·	6
> C(=NOCCc1ccccc1)c1ccccn1
→ 1	-0.2	14	0.0	-6	8	-2	-10	-1
> Cc1ccc(C2SCC(C(=O)O)N2C(=O)c2ccc(F)cc2)cc1 (stereo unspecified)
→ -2	0.5	12	-1.3	-3	17	-3	12	4
> O=C1C(=O)N(CCO)C(c2ccc(Br)cc2)/C1=C(\O)c1ccccc1 (stereo unspecified)
→ 1	-1.0	4	3.9	-6	-6	-9	1	1
> Nc1nc(Cl)cc(NCCc2ccc(O)cc2)n1
→ 4	-0.5	-5	-1.6	-6	-4	-12	9	-6
> O=C(c1ccc2ccccc2c1)C1CCCN(C(=O)CCn2cnnn2)C1 (stereo unspecified)
→ 1	-0.7	-11	0.1	-3	3	-1	5	-4
> CSc1ccccc1OCc1cc(C(=O)N(C)CCn2nc(C)cc2C)no1
→ 1	-0.3	10	0.3	-3	-3	-3	0	-7
> CN1CCN(C(=O)/C=C\C(=O)O)CC1
→ 6	-0.3	4	-1.1	-14	3	-2	4	4
> CCOC(=O)C1CCCN(C(=O)COc2ccccc2O)C1 (stereo unspecified)
→ 1	-0.1	8	-0.8	-3	-10	-1	-6	3
> CN1CCN(C2=Cc3ccccc3Sc3cc(F)ccc32)CC1
→ -9	-0.1	21	-0.8	9	-3	-1	-6	-2
> Cc1ccc(Cn2c(=O)oc3ccccc32)cc1
→ -1	-1.2	4	0.1	-2	13	-13	5	5
> O=C(CCc1ccccc1)Nc1ccc(NC(=O)C2CC2)nc1
→ 0	-0.4	-14	0.3	-9	-2	-8	4	1
> CCOc1ccc(S(=O)(=O)NNC(=S)Nc2ccc(Br)cc2)cc1
→ 1	0.0	-3	-0.7	-11	1	-3	29	3
> Cc1ccccc1CS(=O)(=O)Cc1ccc(C(=O)NC2CCCC2)o1
→ 0	-0.6	-1	-0.4	-2	7	-3	-2	-2
> Cc1ccc(S(=O)(=O)N2C[C@H]3C(=O)C[C@@H](c4ccc(Cl)cc4)N(S(=O)(=O)c4ccccc4C)[C@H]3C[C@H]2c2ccccc2)cc1
→ -7	-0.2	-7	0.4	26	3	-4	-8	-9

By substructure: the entries above with two or more sulfur atoms
Values in the order: MT1-MMP act inh	TbMetRS inhib	SKN-1 block	MsrA inh	FAS TE block	CendR NRP1 mod	MsrA act	MLLE-PAM2 inh	E coli Lon inh
> COC(=O)c1ccc(CSc2nnc(NC(=O)C3CCCO3)s2)cc1 (stereo unspecified)
→ 3	-0.8	3	-0.3	-1	11	-1	4	-3
> CCOc1ccc(S(=O)(=O)NNC(=S)Nc2ccc(Br)cc2)cc1
→ 1	0.0	-3	-0.7	-11	1	-3	29	3
> Cc1ccc(S(=O)(=O)N2C[C@H]3C(=O)C[C@@H](c4ccc(Cl)cc4)N(S(=O)(=O)c4ccccc4C)[C@H]3C[C@H]2c2ccccc2)cc1
→ -7	-0.2	-7	0.4	26	3	-4	-8	-9

(more compounds)
Values in the order: MT1-MMP act inh	TbMetRS inhib	SKN-1 block	MsrA inh	FAS TE block	CendR NRP1 mod	MsrA act	MLLE-PAM2 inh	E coli Lon inh
> CCn1c(CNc2ccc(F)cc2)nnc1SCC#N
→ 3	-1.2	9	-1.2	-10	1	-9	1	-9
> CCOC(=O)c1c(C)sc2c1N(C(=O)CN(CC)CC)c1cc(Cl)ccc1S2
→ -2	-0.9	3	0.5	6	3	-5	-6	2
> O=[N+]([O-])c1cc(C(F)(F)F)cc([N+](=O)[O-])c1NN=C1CCCCC1
→ -64	0.3	10	0.5	24	-2	-6	7	-6
> CCC(C)NC(=O)c1c(-c2cc(Cl)c(OC)c(Cl)c2)noc1C (stereo unspecified)
→ -3	-0.5	14	-0.6	7	-1	-1	10	-3
> CCCS(=O)(=O)N1CCCC(C(=O)NCCc2ccccc2)C1 (stereo unspecified)
→ 1	-0.7	-13	1.4	-7	-3	-4	3	3
> CCOc1ccc(-c2ccc3nnc(SCC(=O)NCC4CCCO4)n3n2)cc1 (stereo unspecified)
→ 0	0.6	16	0.3	-7	12	-3	13	2
> COCCNC(=O)C(=O)N/N=C(\C)CC(=O)Nc1ccc(Cl)cc1Cl
→ 17	-0.1	-1	0.9	-9	8	1	4	-4
> CCN(CC)S(=O)(=O)c1ccc(N2CCCC2)c(NC(=O)c2ccncc2)c1
→ 3	0.1	-3	0.2	-4	4	-3	5	2
> Cn1c(=O)c(C#N)c(-c2ccc(F)cc2)c2cc(C(=O)c3cc(Cl)cc(Cl)c3O)cnc21
→ 7	-0.2	5	-1.3	54*	-2	-2	-4	-1
> CCn1c(SC)nc2c(c1=O)SC(C)C2 (stereo unspecified)
→ 6	0.5	11	0.8	-4	14	-3	16	-1
> Cc1cccc(NC(=O)N(Cc2cc3cc(C)ccc3[nH]c2=O)CC2COCCO2)c1 (stereo unspecified)
→ -5	2.5	-3	1.0	4	24	-9	12	-6
> CC(C)OCCCNC(=O)C1CC(=O)N(CCc2ccc(F)cc2)C1 (stereo unspecified)
→ -1	1.8	7	-1.0	-4	-2	-3	8	-3
> O=C(CCCn1cnc([N+](=O)[O-])n1)Nc1cccc2ccccc12
→ 2	-0.7	1	-0.7	-1	5	-3	1	0
> O=C(c1cccc(S(=O)(=O)N2CCCCC2)c1)N1CCc2ccccc21
→ -7	-0.6	18	2.1	19	32*	-1	5	-9
> COc1ccc(NC(=O)c2ccc3c(c2)S(=O)(=O)N=C2CCCCCN23)cc1S(N)(=O)=O
→ -1	0.2	-9	0.8	-6	-2	-4	-9	-1
> COc1cc(C=O)cc(Cl)c1OC(=O)N1CCOCC1
→ 2	0.0	-2	1.9	-1	7	-3	-5	7
> Cc1ccc(-c2nc(Nc3cccc(C)c3)sc2CC(=O)O)cc1
→ -19	-0.9	0	0.1	1	-30	-7	-33	-71
> CCOc1ccc(/C=N/n2c(C)nc3ccccc3c2=O)cc1
→ 0	0.0	17	·	-2	-12	-2	2	2
> CCOC(=O)c1ccccc1NC(=O)CSc1nnc(C(C)C)n1CC
→ 2	-1.3	2	1.4	-8	-10	-8	3	-12
> CC[C@]1(C(=O)OC)[C@H]2C(=O)N(C)C(=O)[C@H]2[C@H]2CN(C)C(=NC3CCCCC3)N21
→ -2	0.1	-19	-0.2	-10	-6	0	-8	9

Looked up by structure from the list above, two records:
Values in the order: MT1-MMP act inh	TbMetRS inhib	SKN-1 block	MsrA inh	FAS TE block	CendR NRP1 mod	MsrA act	MLLE-PAM2 inh	E coli Lon inh
> O=C(CCc1ccccc1)Nc1ccc(NC(=O)C2CC2)nc1
→ 0	-0.4	-14	0.3	-9	-2	-8	4	1
> CCN(CC)CCN(C)Cc1ccc(Br)cc1
→ 1	0.1	11	-1.1	-10	3	-3	-5	4

Single entries from above.
CCN(CC)S(=O)(=O)c1ccc(N2CCCC2)c(NC(=O)c2ccncc2)c1 in FAS TE block = -4
O=C(c1ccc2ccccc2c1)C1CCCN(C(=O)CCn2cnnn2)C1 (stereo unspecified) in MsrA inh = 0.1
O=C1C(=O)N(CCO)C(c2ccc(Br)cc2)/C1=C(\O)c1ccccc1 (stereo unspecified) in SKN-1 block = 4

Additional entries follow:
Values in the order: MT1-MMP act inh	TbMetRS inhib	SKN-1 block	MsrA inh	FAS TE block	CendR NRP1 mod	MsrA act	MLLE-PAM2 inh	E coli Lon inh
> COC(=O)c1ccc(C2NC(C(=O)O)CS2)cc1 (stereo unspecified)
→ 3	0.0	-32	0.1	-6	-7	-2	31	-9
> CCCCNS(=O)(=O)c1ccc2nc(SCC(=O)Nc3sccc3C#N)[nH]c2c1
→ -18	1.5	9	1.2	8	-7	7	-87	-11
> COc1cc(CN2CCC(Oc3cc(C(=O)NC4CC4)ccc3OC)CC2)cc(OC)c1
→ -2	-0.7	0	-0.4	-6	-10	-7	-6	-2
> CCc1cccc(NC(=O)COC(=O)C2CCN(c3ccc(C(F)(F)F)cn3)CC2)c1
→ -1	-0.4	28	0.2	27	-1	7	-5	9
> OC(CCCN1CCC(O)(c2ccc(Cl)cc2)CC1)c1ccc(F)cc1 (stereo unspecified)
→ 7	-1.3	0	-0.1	-5	-5	-3	-12	-2
> O=C(NC(=O)c1c(F)cccc1F)Nc1cccc(Oc2ncc(Cl)cn2)c1
→ -3	0.1	7	0.6	-5	5	-1	5	-13
> Cc1ccc(S(=O)(=O)NC(=O)NCc2ccccn2)cc1
→ -5	-1.6	1	0.0	-6	-5	-11	-12	-3
> COc1ccc(O)c(/C=N/NC(=O)c2ccc(CSc3nc(C)cc(C)n3)cc2)c1
→ -8	-0.6	-5	1.7	17	-10	-2	0	-7
> N#Cc1ccc(Cl)cc1NC(=O)COC(=O)c1ccc(S(=O)(=O)N2CCCC2)cc1
→ -7	-0.5	-8	-0.2	9	-2	-2	-1	-6
> Cn1c(SCC(=O)Nc2ccc(F)cc2)nc2c([nH]c3ccccc32)c1=O
→ 2	0.0	-12	0.3	-2	-6	0	-1	2
> CC(=O)c1ccc(-n2c(C)c(C(C)=O)c3cc(O)ccc32)cc1
→ -15	-0.7	16	1.0	-2	-10	-3	-3	-3
> CCn1cc(C(=O)O)c(=O)c2cnc(N3CCN(C(=S)Nc4ccccc4C(F)(F)F)CC3)nc21
→ 2	0.5	-16	0.5	-3	0	-3	9	-5
> CC(=O)NCc1ccc(S(=O)(=O)N/N=C/c2ccccc2)cc1
→ 1	-0.2	4	1.1	-6	10	-4	17	-3
> O=C(Nc1nc2ccccc2s1)c1ccc([N+](=O)[O-])o1
→ 4	-0.5	-5	0.8	30	-6	6	-7	-3
